# Screening data: PubChem BioAssay, Sanford-Burnham Center for Chemical Genomics
# ATG4B inh – inhibitors of human ATG4B cysteine protease | Q9Y4P1 | ATG4B cleavage of LC3-PLA2, NBD-HPC fluorescence, 1 h | inhibition, % at 8.33 µM | actives 0.51% (n = 340,000) | AID 504462; in the data active means inhibition above about 40%
# Target sequence (Q9Y4P1 whole entry, looked up): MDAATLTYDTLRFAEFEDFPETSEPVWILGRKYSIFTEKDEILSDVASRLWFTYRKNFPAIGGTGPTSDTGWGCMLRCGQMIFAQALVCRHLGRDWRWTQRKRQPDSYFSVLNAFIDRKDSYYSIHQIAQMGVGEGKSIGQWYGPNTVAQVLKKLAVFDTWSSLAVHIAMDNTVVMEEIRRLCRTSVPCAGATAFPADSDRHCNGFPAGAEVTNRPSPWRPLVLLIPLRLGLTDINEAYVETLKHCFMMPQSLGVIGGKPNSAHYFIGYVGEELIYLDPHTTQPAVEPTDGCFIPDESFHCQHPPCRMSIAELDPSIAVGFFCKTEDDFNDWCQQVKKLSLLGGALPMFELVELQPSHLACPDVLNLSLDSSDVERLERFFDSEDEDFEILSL
# mIAP activ – mouse IAP activation; muIAP, CDP-Star luminescence, 30 min; stronger effect = higher value; 1 = vehicle-only enzyme signal, 0 = enzyme-free wells; activation factor at 10 µM; actives 0.24% (n = 330,000);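 active means activation factor of at least 2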; further: the source names both 10 and 20 µM as test concentration; values of inactives mirror those of a sister screen read the other way
#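 System: mouse IAP enzyme. Reagent: CDP-Star chemiluminescent phosphatase substrate. Benchmarks: DMSO wells, no-enzyme wells. Times: 30 min enzyme-substrate-compound incubation at room temperature. Detection: luminescence from enzymatic CDP-Star hydrolysis. Doses: test compounds delivered from DMSO solution.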
# hIAP inh – blocks human intestinal alkaline phosphatase. P09923. inhibition, % at 10 µM. purified IAP, CDP-Star luminescence, 30 min. actives 0.12% (n = 330,000);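 active means inhibition reaching a set limit with compound at 10 µM in the primary screen, cut at about 35% in these data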;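 further: plate controls were DMSO wells with enzyme for no effect and no-enzyme buffer wells for full effect; values of inactives mirror those of a sister screen read the other way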
# Target sequence (P09923 whole entry, looked up): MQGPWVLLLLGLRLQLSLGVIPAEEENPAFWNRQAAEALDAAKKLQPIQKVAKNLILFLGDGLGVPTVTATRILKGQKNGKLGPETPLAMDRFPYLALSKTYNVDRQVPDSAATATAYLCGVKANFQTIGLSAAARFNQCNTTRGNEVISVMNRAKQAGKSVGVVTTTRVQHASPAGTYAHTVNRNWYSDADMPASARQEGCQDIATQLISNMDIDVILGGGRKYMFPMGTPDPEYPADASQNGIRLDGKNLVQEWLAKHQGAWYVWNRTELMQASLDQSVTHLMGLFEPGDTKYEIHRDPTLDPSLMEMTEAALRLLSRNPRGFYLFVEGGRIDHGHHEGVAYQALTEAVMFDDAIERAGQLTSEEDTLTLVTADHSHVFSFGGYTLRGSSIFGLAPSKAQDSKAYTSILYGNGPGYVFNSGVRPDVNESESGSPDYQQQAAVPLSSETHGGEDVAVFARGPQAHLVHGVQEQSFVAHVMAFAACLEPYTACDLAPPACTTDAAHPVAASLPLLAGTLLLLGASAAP
# TIM10 inh – inhibits growth of TIM10 yeast strain. S. cerevisiae TIM10 strain growth, BacTiter-Glo luminescence, 24 h. inhibition, % at 10 µM. actives 1.4% (n = 330,000);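 active means inhibition of 40% or more at the single tested concentration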;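 further: wild-type TIM10 isogenic control strain grown at permissive 25 °C; 0% = DMSO yeast wells and 100% = minimal medium wells without yeast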
# Apaf-1 inh – human Apaf-1 inhibition; O14727; reconstituted apoptosome caspase-3 activity, DEVD-Rh110 fluorescence; inhibition, % at 20 µM; actives 0.71% (n = 330,000); AID 489030; active means inhibition of at least 40% at 20 µM;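 further: plate controls were DMSO wells for no effect and DEVD-CHO caspase inhibitor wells for full effect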
#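 detection = Rh110 fluorescence intensity | test system = biochemical Apaf-1 apoptosome reconstitution | also added = cytochrome c and DEVD-Rh110 substrate | schedule = 30 min plus 50 min, RT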
# hIAP act – human IAP activation | P09923 | purified human IAP, CDP-Star luminescence, 30 min; stronger effect = higher value; 1 = vehicle-only enzyme, 0 = enzyme-free background | activation factor at 10 µM | actives 0.16% (n = 330,000) | AID 2524;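 active means activation factor of the enzyme at least 2-fold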; further: the source names both 10 and 20 µM as test concentration; values of inactives mirror those of a sister screen read the other way
# mIAP inh – blocks mouse intestinal alkaline phosphatase; actives 0.2% (n = 330,000); AID 2806; purified mouse IAP, CDP-Star luminescence, 30 min; inhibition, % at 10 µM;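 active means inhibition of at least 40% at 10 µM in the primary screen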;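 further: plate controls were DMSO with enzyme for no effect and no enzyme wells for full effect; values of inactives mirror those of a sister screen read the other way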
# NLRP3 yeast inh – NALP3 inhibition in yeast; inhibition, % at 10 µM; Yeast reconstituted NLRP3/ASC/caspase-1, beta-gal luminescence, 24 h; actives 0.39% (n = 330,000);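 active means inhibition of 50% or more; inactive means inhibition below 50%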;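 further: plate controls were induced DMSO wells for no effect and uninduced yeast grown without galactose for full effect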
# tim10-1 inh – inhibits growth of tim10-1 mutant yeast | S. cerevisiae tim10-1 ts strain growth, BacTiter-Glo, 24 h | inhibition, % at 20 µM | actives 2.2% (n = 330,000);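 active means inhibition of at least 40%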;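 further: mutant grown at 25 °C; 0% = DMSO wells with yeast and 100% = wells holding no yeast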
# Numbers without * were called inactive; nt = no result given.
SMILES,ATG4B inh,mIAP activ,hIAP inh,TIM10 inh,Apaf-1 inh,hIAP act,mIAP inh,NLRP3 yeast inh,tim10-1 inh
O=C(CNCCC1=CCCCC1)Nc1ccc(N2CCCCCC2)cc1,9,0.9,-20,21,32,1.2,10,25,2
COc1ccccc1-c1noc(-c2cc(OC)c(OC)c(OC)c2)n1,-24,0.9,17,21,14,0.83,10,20,15
O=C(O)c1ccc(Cl)c(S(=O)(=O)N(Cc2ccccc2)c2ccccc2Cl)c1,34,0.95,12,17,9,0.88,4,16,10
ONC=Nc1cccc2nonc12,-4,1,-3,2,-4,1,-1,14,0
CCC(C)NC(=O)C(=O)NCc1ccncc1 (centres undefined),0,1,-11,-18,-9,1.1,-4,8,-27
CC(C)(C)CC(=O)N1CCC(c2nc3c(nnn3Cc3c(F)cccc3Cl)c(=O)[nH]2)CC1,-8,0.97,0,20,10,1,3,-4,12
O=C(CSc1ccc(-c2ccco2)nn1)Nc1ccccc1,10,0.93,-9,2,-7,1.1,7,21,4
COc1ccc2nc(NC(=O)c3sc4nc(C)cc(C)c4c3N)sc2c1,-10,0.93,-26,5,-41,1.3,7,0,12
COc1ccc(CCNC(=O)c2c(C)nc3ccccn23)cc1,5,0.91,1,-1,0,0.99,9,3,11
Cc1cc(C(=O)OCC(=O)NCCc2ccccc2)c(C)o1,-4,1,-8,-11,-6,1.1,0,24,2
CCCCC1(C(=O)OCC)CC(CN2CCOCC2)OC1=O (centres undefined),-9,0.93,-18,-5,12,1.2,7,20,-8
COc1ccc(C(=O)Sc2ccc(Cl)cc2)cc1OC,2,0.96,9,14,-3,0.91,4,-31,19
Cc1ccc(C(=O)N2CCN(c3ccc(C(F)(F)F)cn3)CC2)o1,-10,1,14,11,2,0.86,-1,11,16
Cc1ccc(C(CNS(=O)(=O)c2cc(F)ccc2F)N2CCN(C)CC2)cc1 (centres undefined),-2,0.91,6,19,6,0.94,9,9,12
O=c1[nH]c(C2CCCN(S(=O)(=O)Cc3ccccc3)C2)nc2c1nnn2Cc1cccc(Cl)c1 (centres undefined),-6,1,-4,4,29,1,-2,10,-11
Cc1cccn2c(=O)nc(SCC(=O)Nc3ccc4c(c3)OCCO4)nc12,-2,0.99,-10,0,3,1.1,1,7,3
Cc1cccc(-n2ccnc2SCC(=O)O)c1C,5,1,-7,10,-9,1.1,-1,-15,17
COC(=O)CC1=NN(c2ccccc2)C(=O)/C1=C\c1ccc(OC)cc1,-7,0.97,3,18,20,0.97,3,10,20
O=C(O)c1cc(N2CCOCC2)nc2ccccc12,1,1.1,0,-6,-3,1,-10,19,-7
Cc1csc(CN(C)C(=O)CC2C(=O)NCCN2Cc2ccc(-c3ccccc3)cc2)n1 (centres undefined),-8,0.98,4,3,22,0.96,2,26,23
Cc1cccc(C(=O)N(Cc2cccs2)C2CCS(=O)(=O)C2)c1 (centres undefined),-7,0.94,-7,-1,-4,1.1,6,1,9
Cc1ccc(SCC(=O)N2CCN(c3ccccn3)CC2)cc1,-2,1.1,-9,-9,-9,1.1,-10,26,3
Clc1ccc2c(NCc3ccccn3)ncnc2c1,1,0.98,-3,8,0,1,2,8,11
CCCCC(OC(=O)CN1C(=O)COc2ccccc21)C(=O)NC1CCCCC1 (centres undefined),0,0.97,0,24,1,1,2,8,2
O=C(Nc1cccc(NC(=O)c2ccco2)c1)c1cnccn1,-6,1,-4,6,2,1,0,5,8
Cc1ccccc1S(=O)(=O)NC1OC(=O)C(Oc2ccccc2)=C1Br (centres undefined),25,0.96,9,21,0,0.91,4,-2,13
O=C(NCC(c1ccco1)N1CCc2ccccc2C1)C(=O)Nc1cc(F)ccc1F (centres undefined),13,0.89,-6,17,10,1.1,11,10,13
CC(=O)C1C(c2ccc(F)cc2)NC(=O)NC1(O)C(F)(F)F (centres undefined),2,0.99,7,5,-17,0.93,1,0,3
O=C(Cn1nc(-c2cccc([N+](=O)[O-])c2)c2ccccc2c1=O)NCC1CCCO1 (centres undefined),-1,0.93,14,4,10,0.86,7,17,7
COc1ccc(Cn2nnnc2CN(Cc2cc3cccc(C)c3[nH]c2=O)C2CCCC2)cc1,-14,0.92,7,15,13,0.93,8,10,24
O=c1[nH]c(SCc2c(Cl)cccc2Cl)nc2ccccc12,11,0.94,-6,4,1,1.1,6,13,-4
Cc1nc2cc(N)ccc2n1C1CCCCC1,-4,1,4,-10,10,0.96,-4,10,6
O=C(NCCCN1CCCCC1)c1ccc2c(=O)n(CCc3ccccc3)c(=O)[nH]c2c1,3,0.96,1,-8,9,0.99,4,-5,-1
CC1CN(C(=O)c2ccn(C)n2)CC(C)O1 (centres undefined),-2,1.1,12,-9,0,0.88,-12,-7,-19
CC(OC(=O)Cc1c[nH]c2ccccc12)C(=O)NC1(C#N)CCCCC1 (centres undefined),-3,0.84,-16,-1,-10,1.2,16,8,-11
CC(=O)c1cccc(NC(=O)COc2ccc3oc(=O)cc(C)c3c2)c1,-26,0.93,0,-9,-6,1,7,16,0
CC(C)COP(=O)(OCC(C)C)C(Nc1ccccc1)c1ccccc1 (centres undefined),6,0.92,12,41*,20,0.88,8,-6,32
COCc1ccc(C(=O)Nc2ccccc2C(=O)NCc2cccnc2)cc1,-3,0.94,0,5,-3,1,6,4,9
Cc1ccccc1NC(C)C(=O)N/N=C/c1ccccc1OCc1cccc(Br)c1 (centres undefined),-6,1.4,-1,4,16,1,-36,29,7
CCn1cnc2cc(NC(=O)c3cccs3)ccc21,-21,1,8,37,9,0.92,-5,23,31
O=C(Cc1c(F)cccc1Cl)Nc1nccs1,-3,0.94,15,-8,-4,0.85,6,-2,-2
O=C(Cc1ccccc1)c1c[nH]c(C(=O)NCCCn2ccnc2)c1,nt,1,-60,-14,-2,1.6,-5,17,-20
CCN(CC)C(=O)CSc1nc(COc2ccccc2)nc2ccccc12,-10,1,-8,-6,8,1.1,-4,22,18
Cc1ccc(NC(=S)NCc2ccccc2)cc1S(=O)(=O)N1CCCCC1,57*,5.8*,-58,12,14,1.6,-481,10,12
CC(C)CCn1nnnc1CN1CCN(C(c2ccccc2)c2ccccc2)CC1,-9,1.1,2,-30,17,0.98,-15,10,-33
COc1cccc(CN2CCC(C(=O)N3CCN(Cc4ccc5c(c4)OCO5)CC3)CC2)c1OC,-6,0.99,-16,-2,-14,1.2,1,13,0
Cc1csc(NC(=O)c2cccc(C)c2C)n1,-3,1,8,18,8,0.92,0,35,8
CC(C)n1c(O)c(N=NC(=O)CNC(=O)Cc2ccc(Cl)cc2)c2ccccc21,-5,0.86,-2,5,18,1,14,19,28
OCCCC1CCCCN1Cc1nc(Cc2ccccc2Cl)no1 (centres undefined),-28,0.89,10,3,-4,0.9,11,13,14
Cc1cc(OCCCC(=O)NCCc2nnc3ccccn23)ccc1Cl,-7,1.1,-12,4,14,1.1,-7,18,17
Cc1cccc2[nH]c3c(N4CCN(C(=O)c5ccco5)CC4)ncnc3c12,-31,1.2,-2,24,5,1,-18,8,32
COCCCNC(=O)c1ccc2c3c(onc13)-c1ccccc1C2=O,4,0.89,-26,43*,80*,1.3,12,38,53*
C=C(C)C(=O)Nc1ccc(OC(F)(F)C(F)F)c(NC(=O)C(=C)C)c1,-4,0.97,8,22,-85,0.92,3,-6,8
Cc1ccc(S(=O)(=O)N2CCC(C(=O)OC(C)C(=O)N(C)c3ccccc3)CC2)cc1C (centres undefined),-56,1.1,-9,7,15,1.1,-6,8,24
CCN(CC)CCCN(C(=O)Cn1nnc(-c2ccc(OC)c(OC)c2)n1)C(C(=O)NC(C)(C)C)c1ccc(F)cc1 (centres undefined),-2,1.2,-20,-1,2,1.2,-20,18,-1
OCCN(CCO)c1ccc(C(c2ccc(Cl)cc2)c2ccc(N(CCO)CCO)cc2Cl)c(Cl)c1,34,0.94,-17,15,-9,1.2,6,17,29
COC(C(=O)Nc1ccnn1C1CCN(C(=O)c2ccc(C=O)cc2)CC1)c1ccccc1 (centres undefined),-1,1,-26,9,7,1.3,0,20,8
Cc1cc(C)c(C(N)=O)c(Nc2ccc3c(c2)OCCO3)n1,5,1,5,0,-14,0.95,-1,4,14
Cc1cc(C)c(NC(=O)COC(=O)C2CCCCC2)c(C)c1,-2,1.1,-1,-4,2,1,-10,16,-16
Cc1ccc(C)c(NC(=O)C2CCCN2/C=C/C(=O)C(F)(F)F)c1 (centres undefined),-9,0.93,-10,5,-14,1.1,7,-9,0

# Sorted by number of heavy atoms (highest first): some entries from above.
SMILES,ATG4B inh,mIAP activ,hIAP inh,TIM10 inh,Apaf-1 inh,hIAP act,mIAP inh,NLRP3 yeast inh,tim10-1 inh
Cc1ccc(S(=O)(=O)N2CCC(C(=O)OC(C)C(=O)N(C)c3ccccc3)CC2)cc1C (centres undefined),-56,1.1,-9,7,15,1.1,-6,8,24
COCCCNC(=O)c1ccc2c3c(onc13)-c1ccccc1C2=O,4,0.89,-26,43*,80*,1.3,12,38,53*
Cc1ccc(C)c(NC(=O)C2CCCN2/C=C/C(=O)C(F)(F)F)c1 (centres undefined),-9,0.93,-10,5,-14,1.1,7,-9,0

# 5 consecutive entries out of the list so far, quoted:
SMILES,ATG4B inh,mIAP activ,hIAP inh,TIM10 inh,Apaf-1 inh,hIAP act,mIAP inh,NLRP3 yeast inh,tim10-1 inh
O=C(CNCCC1=CCCCC1)Nc1ccc(N2CCCCCC2)cc1,9,0.9,-20,21,32,1.2,10,25,2
COc1ccccc1-c1noc(-c2cc(OC)c(OC)c(OC)c2)n1,-24,0.9,17,21,14,0.83,10,20,15
O=C(O)c1ccc(Cl)c(S(=O)(=O)N(Cc2ccccc2)c2ccccc2Cl)c1,34,0.95,12,17,9,0.88,4,16,10
ONC=Nc1cccc2nonc12,-4,1,-3,2,-4,1,-1,14,0
CCC(C)NC(=O)C(=O)NCc1ccncc1 (centres undefined),0,1,-11,-18,-9,1.1,-4,8,-27
